Bioassay records: PubChem, Sanford-Burnham Center for Chemical Genomics
SENP8 block-1: inhibitors of human SENP8 protease. Q96LD8. purified SENP8, Z-RLRGG-aminoluciferin cleavage, luminescence. inhibition, % at 10 µM. 330,000 compounds, 1.2% hits. AID 2540; in the data active = inhibition above about 50%
Apaf-1 inh: human Apaf-1 inhibition; O14727; reconstituted apoptosome caspase-3 activity, DEVD-Rh110 fluorescence; inhibition, % at 20 µM; 330,000 compounds, 0.71% hits; AID 489030; active = inhibition of at least 40% at 20 µM;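 also: plate controls were DMSO wells for no effect and DEVD-CHO caspase inhibitor wells for full effect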
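System: Apoptosome proteins | Medium: Hepes pH 7.5 with detergent and BSA | Also added: Cytochrome c trigger plus (Z-DEVD)2-Rh110 caspase-3 substrate | Incubation: 30 min compound preincubation, 50 min activation, room temperature | Detection: Rhodamine 110 fluorescence at Ex 480/Em 540 nm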
SENP7 inh: SENP7 protease inhibition; recombinant SENP7, Z-RLRGG-aminoluciferin luminescence, 40 min; inhibition, % at 5 µM; 330,000 compounds, 1.5% hits;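 active = inhibition above about 50% at the single test dose, limit read from the data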;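 also: plate controls were DMSO with enzyme for no effect and no enzyme buffer wells for full effect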
PfG6PD inh: PfG6PD (Plasmodium falciparum) enzyme inhibition | PfGluPho enzyme, NADPH resazurin-diaphorase fluorescence | AID 504690 | 350,000 compounds, 0.78% hits | inhibition, % at 20 µM;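 active = inhibition reaching at least a set limit at 20 µM in the primary screen, cut at about 59% in these data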;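 also: 0% = DMSO wells with substrate and 100% = DMSO wells lacking glucose-6-phosphate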
SENP1 inh: inhibitors of human SENP1 SUMO protease catalytic domain; inhibition, % at 10 µM; recombinant SENP1 catalytic domain, CyPet-SUMO1-YPet FRET cleavage; Q9P0U3; 360,000 compounds, 0.21% hits;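 active = inhibition at least 30% at 10 µM, raw YFP signal under a set limit, fluorescence ratio 0.5 to 1.5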;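 also: 0% = enzyme with DMSO and 100% = no enzyme wells; some results filed as inactive read as strong as hits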
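System: Recombinant human SENP1 catalytic domain, His6-tagged | Incubation: Enzyme reaction for 50 min at room temperature, dark | Medium: Tris pH 8 with BME, BSA, NP40 and catalase | Also added: 25 nM SUMO1 FRET substrate | Compound: 10 µM single point, 0.5% DMSO | Measured by: FRET fluorescence in CFP and YFP emission channels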
SENP6 inh: inhibitors of human SENP6 protease; Recombinant SENP6 catalytic domain, aminoluciferin luminescence; 330,000 compounds, 1.8% hits; Q9GZR1; inhibition, % at 10 µM; AID 2599;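 active = inhibition above about 50% at the single tested dose, limit read from the data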;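 also: plate controls were DMSO wells with enzyme for no effect and DMSO wells lacking enzyme for full effect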
SENP8 block-2: SENP8 (human) protease inhibition | Q96LD8 | recombinant SENP8, Nedd8 substrate fluorescence | inhibition, % at 20 µM | 360,000 compounds, 0.64% hits | AID 602440; in the data active = inhibition mostly above about 40%, no sharp cut-off; inactive = mostly below about 27%
HKDC1 inh: inhibitors of human hexokinase HKDC1 | Q2TB90 | recombinant HKDC1, G6PDH/diaphorase resazurin coupled fluorescence | inhibition, % at 20 µM | 340,000 compounds, 0.16% hits;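 active = inhibition above about 35% when tested at 20 µM, limit read from the data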;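 also: plate controls were DMSO wells with enzyme for no effect and DMSO wells lacking enzyme for full effect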
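Incubation: 90 min at room temperature in dark / Material: recombinant HKDC1 (HK5) hexokinase enzyme, produced in-house / Quantity: enzyme 5 µg/mL final / Compound: one dose of 20 µM, 1% DMSO / Reagent: glucose and ATP substrates / Buffer or medium: Tris pH 8.0 buffer with MgCl2, Tween-20, BSA, BME / Technique: resorufin fluorescence at 613 nm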
An asterisk follows results filed as active; . = no result given.

SMILES	SENP8 block-1	Apaf-1 inh	SENP7 inh	PfG6PD inh	SENP1 inh	SENP6 inh	SENP8 block-2	HKDC1 inh
O=C(NCc1ccc2c(c1)OCO2)C(=O)NCC1OCCN1S(=O)(=O)c1ccc(Cl)cc1 (stereo unspecified)	-6	11	16	-8	1	-4	0	-2
Cc1nnc(SCC(=O)NC2CCCCCC2)n1C	-15	1	-23	6	3	-7	2	-6
O=C(/C=C/c1ccc(N2CCCCC2)c([N+](=O)[O-])c1)c1ccc(O)cc1	-39	13	14	12	3	17	33	7
CCOc1ccccc1NC(=O)N1CCCC(c2nc(-c3ccc(C)o3)no2)C1 (stereo unspecified)	3	6	-2	12	-1	-2	3	-9
CC(C)c1nc2oc3c(N(C)CCO)ncnc3c2c2c1CCC2	-4	9	-13	29	2	-19	-233	18
COc1cccc(NC2=C(NCCO)C(=O)c3ccccc3C2=O)c1	23	16	6	7	0	20	54*	11
CN1CCN(c2ccc(S(=O)(=O)N3CCOCC3)cc2NC(=O)Cc2ccccc2F)CC1	2	-31	7	11	3	-3	8	-3
C=C(C)[C@@H]1CCC2(C(=O)O)CC[C@]3(C)[C@H](CC[C@@H]4[C@@]5(C)CCC(=O)C(C)(C)[C@@H]5CC[C@]43C)[C@@H]12 (stereo partly specified)	-6	28	7	-8	0	-22	14	4
CN(CC(=O)Nc1cccc(F)c1)C(=O)/C=C/c1ccc(Br)s1	0	17	3	12	3	-10	1	-4
COc1cccc(-c2cc(C(=O)NCc3cccs3)no2)c1	-13	-9	24	-2	3	23	0	-7
Cc1ccc(C)c(OCCCCCn2ccnc2)c1	-6	-19	2	-17	0	-15	-14	-5
CCn1ccnc1CN(C)C(=O)C1CCC(=O)N(Cc2cccc(C(F)(F)F)c2)C1 (stereo unspecified)	-6	7	-6	-9	-2	-2	11	-2
CCOc1ccc(N2C(=O)C3C(c4ccc(O)cc4)NC(CCSC)(C(=O)OC)C3C2=O)cc1 (stereo unspecified)	1	-2	-4	-13	2	1	7	-6
Nc1ccc(C(=O)N(CCO)CCO)cc1	1	-4	3	-8	-1	0	-5	-1
CCn1ccc(C(=O)Oc2ccc(C(C)C)cc2)n1	-7	-16	5	6	1	-2	21	-7
Nc1nc(SCC(=O)c2ccc(Cl)cc2)c2ncn(C3OC(CO)C(O)C3O)c2n1 (stereo unspecified)	.	.	.	4	-49	.	-9	-3
Cc1csc(=O)n1CC(=O)OCC(=O)N(CC(C)C)c1c(N)n(Cc2ccccc2)c(=O)[nH]c1=O	2	1	-1	16	-4	-10	4	3
COc1ccccc1N(CC(=O)NCc1ccccc1)S(C)(=O)=O	-4	-5	-6	-11	0	6	5	-6
Cc1cccc(NC(=O)/C=C/c2ccc(Cl)cc2)n1	68*	12	86*	39	4	84*	-1	-7
CCN(CC)CCC(c1cc(OC)c(OC)c(OC)c1)c1c(O)cc(OC)cc1OC (stereo unspecified)	-1	-2	1	-9	-1	-6	22	0
Cc1ccc2oc(=O)n(Cc3ccccc3OC(C)C)c2c1	-1	11	2	-8	3	-7	16	1
COc1cc(Cl)ccc1OCc1cc(C(=O)N[C@H]2CCCCNC2=O)no1	2	0	2	11	1	-9	14	1
CC(C)[C@H](NC(=O)N1CC(=O)Nc2ccccc21)C(=O)N1CCC[C@@H]1C(=O)O	6	-11	-3	3	4	1	31	-4
CCN(CC)S(=O)(=O)c1cccc(NC(=O)COC(=O)C2=COCCO2)c1	10	-6	-4	-6	2	10	0	-4
Cc1nn(C)c(C(=O)Nc2ccn(Cc3c(F)c(F)cc(F)c3F)n2)c1[N+](=O)[O-]	-9	-4	0	-2	1	-13	24	-3

Additional records.
SMILES	SENP8 block-1	Apaf-1 inh	SENP7 inh	PfG6PD inh	SENP1 inh	SENP6 inh	SENP8 block-2	HKDC1 inh
CC(C)CC1Nc2ccc(C(=O)NCc3ccc4c(c3)OCO4)cc2NC1=O (stereo unspecified)	10	15	1	-17	-1	9	1	5
Cc1cc(C(=O)COC(=O)c2ccncc2)c(C)n1Cc1ccco1	-10	-6	6	-9	-7	-6	5	-6
COc1cc(C(=O)NNC(=O)C2CCCC2)cc(OC)c1OC	-11	11	-12	-10	0	-5	8	-2
Cc1cnc(C(=O)NCCc2ccc(C(F)(F)F)cc2)cn1	1	1	1	-7	-3	-11	4	3
CC(=O)N1CCOc2ccc(S(=O)(=O)N3CCC(C)CC3)cc21	-3	2	-6	1	3	-15	4	-5
O=C(CN1CCN(C(=O)c2ccco2)CC1)Nc1ccc(Cl)c(C(F)(F)F)c1	3	2	-1	9	1	-2	16	-4
S=C(S)N1CCCC1	12	-13	-1	18	-1	-5	17	-4
c1ccc([C@H]2CNCCN2CCc2cccc3ccccc23)cc1	-9	55*	13	13	-5	-11	8	4
CCOC(=O)C1=CN(CC)S(=O)(=O)NC1c1ccc(F)c(Cl)c1 (stereo unspecified)	.	13	1	0	3	.	-9	4
NC(=O)NC(Cc1ccccc1)c1ccccc1 (stereo unspecified)	2	-2	6	-7	1	-2	8	-9
CC1=NOC(=O)/C1=C\c1ccc(-c2cccc(Cl)c2)o1	50	28	14	72*	-2	48	-18	38*
CC(=O)Nc1cccc(NC(=O)Nc2ccc(C(C)=O)cc2)c1	-8	-1	-1	-16	3	-9	26	-2
CCOc1ccc(CN(C)C(=O)c2cc(S(=O)(=O)N3CCCC3)ccc2C)cc1	-15	2	-20	14	1	-6	-16	-3
O=C1C=C(O)c2[nH]c(=O)ccc2C1=O	.	.	.	69*	0	.	64*	22
CCCc1nnc(NC(=O)c2cn(CC)c3cc(N4CCN(C)CC4)c(F)cc3c2=O)s1	-6	-1	9	9	-1	14	-26	0
O=C1CC/C=C\C[C@@H](CC(=O)N(CCO)Cc2ccccc2)C(=O)N[C@H](Cc2c[nH]c3ccccc23)CO1	8	-3	3	1	2	-17	20	-3
O=C(CNc1ccc(F)cc1)c1ccccc1	32	-1	19	0	1	65*	21	11
Nc1c(/C=C2\C=Nc3ccccc32)c(=O)nc2sc(CC(=O)N3CCOCC3)nn12	5	3	2	-12	-93	-13	-15	2
Cc1ccc2ncc(S(=O)(=O)c3ccccc3)c(N3CCCCC3C)c2c1 (stereo unspecified)	-4	36	-2	9	1	-8	12	3
Cn1c(=O)c(N=O)c(N)n(Cc2ccccc2)c1=S	6	5	-2	21	-12	-10	8	-3
CCCCNC(=O)CC1SC(=NCC)N(CC)C1=O (stereo unspecified)	-1	-7	-1	-6	0	-12	18	-4
Cc1ccc(C(C)C)cc1OCC(=O)NCCCn1ccnc1	1	3	17	-2	1	21	11	-1
CC(=O)Nc1ccc(S(=O)(=O)Nc2nc3ccccc3nc2Nc2cccc(O)c2)cc1	-5	-6	-5	-25	-3	-16	-400	-1
O=C(N/N=C/c1ccc(Sc2ccccn2)o1)c1cccc([N+](=O)[O-])c1	1	-3	1	47	2	15	23	-4
O=C(Nc1nnc(-c2ccccc2)s1)c1cccc(S(=O)(=O)N2CCOCC2)c1	-4	1	3	-13	1	-13	-208	-3

Full records, quoted from the list. Order of screens: SENP8 block-1	Apaf-1 inh	SENP7 inh	PfG6PD inh	SENP1 inh	SENP6 inh	SENP8 block-2	HKDC1 inh
`Cc1ccc2oc(=O)n(Cc3ccccc3OC(C)C)c2c1` in the list: -1	11	2	-8	3	-7	16	1
`O=C(CNc1ccc(F)cc1)c1ccccc1` in the list: 32	-1	19	0	1	65*	21	11
`Cc1nn(C)c(C(=O)Nc2ccn(Cc3c(F)c(F)cc(F)c3F)n2)c1[N+](=O)[O-]` in the list: -9	-4	0	-2	1	-13	24	-3
`Cc1nnc(SCC(=O)NC2CCCCCC2)n1C` in the list: -15	1	-23	6	3	-7	2	-6
`Cc1cnc(C(=O)NCCc2ccc(C(F)(F)F)cc2)cn1` in the list: 1	1	1	-7	-3	-11	4	3

Next part:
SMILES	SENP8 block-1	Apaf-1 inh	SENP7 inh	PfG6PD inh	SENP1 inh	SENP6 inh	SENP8 block-2	HKDC1 inh
Cc1cc(Nc2ccccc2)n(CCC#N)n1	3	-6	-1	12	2	-14	12	-8
O=C1C=C(c2ccc(C(=O)O)cc2)C[C@@H](c2ccc(Cl)cc2)C1	-9	3	-7	-25	-2	-20	4	3
O=C(CC1C[C@H](C(=O)N2CCCCC2)[C@@]2(CCc3ccccc3)c3[nH]c4ccccc4c3CCN2C1=O)NCc1cccc(C(F)(F)F)c1 (stereo partly specified)	1	10	4	18	1	-14	7	1
Oc1ccc(-c2nnc(-c3ccc(O)cc3)nn2)cc1	39	6	19	11	1	48	18	-6
O=C(c1ccc(-c2nnc(Nc3ccccc3)c3ccccc23)cc1)N1C[C@H]2C[C@H](C1)c1cccc(=O)n1C2	2	6	0	10	1	-4	10	6
CC(C)CCOc1ccc(C2CC(=O)N(C)C2=O)cc1 (stereo unspecified)	0	-7	-2	-6	2	5	-4	-5
CC(C)(C)NCC(O)COc1ccccc1C(C)(C)C (stereo unspecified)	7	-23	2	29	-1	-1	14	-12
CC(=O)c1cccc(NC(=O)c2ccc(C(=O)Nc3cccc(C(C)=O)c3)nc2)c1	-6	-7	-2	-4	1	-17	-135	-7
NC(=O)COc1ccc(/C=N\NC(=O)c2ccc(-c3ccccc3)cc2)cc1	5	11	1	-16	2	0	-451	2
Cc1ccc(NC(=O)/C(CN(C)C)=N\O)cc1	-9	-2	4	1	1	-10	12	-3
O=C(O)c1nn(CC(=O)N2CCC(Cc3ccccc3)CC2)c(=O)c2ccccc12	4	23	5	3	1	11	7	-1
CCN1C(=O)[C@H]2[C@H]3CN=C(SCc4ccc(C(=O)OC)cc4)N3[C@@](C)(C(=O)OC)[C@H]2C1=O	.	6	5	9	0	.	-4	-4
CCC1CC2(C)NC(=O)c3c(sc4c3CC(C)(C)OC4)N2C1=O (stereo unspecified)	-5	8	-12	51	0	-12	-432	-8
COc1ccc(CCNC(=O)CCCCCn2c(SCC(N)=O)nc3cc4c(cc3c2=O)OCO4)cc1OC	4	-3	-6	0	0	-7	8	13
O=C1CCCN1CCCNc1nc2c(S(=O)(=O)c3ccc(Br)cc3)nnn2c2ccccc12	0	0	3	6	1	-11	-401	1
CC(=O)c1ccc(Oc2cc(C)nc(NCc3ccccc3)n2)cc1	-5	10	-3	4	-15	-20	15	-4
CN(C)CCN(C)Cc1ccccc1Sc1cccc2ccccc12	-11	14	-6	15	3	4	9	-14
CCCCc1ccc(/C=C2/C(=O)ON=C2c2ccccc2)s1	.	.	.	-13	-42	.	6	13
Cc1n[nH]c(=O)c2c(NC(=O)CSc3nnc(-c4ccncc4)n3C)oc(C)c12	10	-8	-4	2	-4	-10	-1	3
Cc1ccc(OCC(=O)OC(C)CN2CCCCC2)cc1 (stereo unspecified)	-3	0	4	4	1	25	6	-4
Cc1c(C(Nc2ccccn2)c2ccccc2)c(=O)n(-c2ccccc2)n1C (stereo unspecified)	3	-18	0	14	-3	2	10	-3
O=C(Cc1cccc(NC(=O)C2CCCN(C(=O)C3CC3)C2)c1)Nc1ccc(C(=O)N2CCOCC2)cc1 (stereo unspecified)	.	.	.	12	1	.	1	-2
O=C1N[C@@H](Cc2cn(S(=O)(=O)c3ccc(F)cc3)c3ccccc23)C(=O)N[C@H]1Cc1ccccc1	-6	8	-5	.	.	1	.	.
O=C(c1cc(F)c(F)c(F)c1F)N1CCN(C(=O)C2CCCO2)CC1 (stereo unspecified)	-13	5	2	4	1	-7	34	2
O=C1CC(c2ccccc2)Oc2ccccc21 (stereo unspecified)	.	.	.	-5	-1	.	-4	3
